Screening data: PubChem, several laboratories
Cdc25B inh: inhibitors of human Cdc25B phosphatase; P30305; recombinant Cdc25B, OMFP fluorescence Ex485/Em525; inhibition, %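 (compounds tested at 10 µM final in the well)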; 65,000 compounds, 0.1% hits; in the data active = inhibition above about 50%
D1 mod: D1 dopamine receptor (human) allosteric modulation | 58,000 compounds, 5.9% hits | B-score at 10 µM | HEK293 D1, CRE-luciferase, dopamine EC30 potentiation; actives deviate in either direction | P21728;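 active = luminescence count or its row- and column-corrected plate score outside the 99.7% band of the plate's sample wells, on either side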
DUSP1 inh: human dual specificity phosphatase 1 inhibition. P28562. recombinant MKP-1, OMFP hydrolysis fluorescence. inhibition, %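 (compounds tested at a single concentration somewhere between 10 and 100 µM)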. 65,000 compounds, 0.15% hits;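 active = inhibition above about 50%, limit read from the data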;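 also: 0% = DMSO max control wells and 100% = wells with enzyme stopped by NaOH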
Hsp90 inh: displaces geldanamycin probe from tumor Hsp90 | 64,000 compounds, 0.35% hits | NCI-N417 lysate Hsp90, Cy3B-geldanamycin FP displacement | AID 429 | inhibition, % at 30 µM;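 active = inhibition above 50%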;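 also: 0% = tracer plus lysate wells and 100% = tracer alone without lysate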
Ec RNAP inh: blocks E. coli RNA polymerase transcription; P0A8V2; fluorescence transcription assay; inhibition, %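 (tested at 10 µM)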; 62,000 compounds, 0.2% hits; AID 559; in the data active = inhibition above about 20%;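 also: 0% = enzyme without compound and 100% = no enzyme blank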
CatB mix inh: inhibitors of human cathepsin B in compound mixtures. Purified cathepsin B, AMC dipeptide fluorescence. 62,000 compounds, 0.06% hits. AID 488. inhibition, %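 (ten-compound pools at 5 µM per compound and 50 µM total)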. P07858; in the data active = inhibition above about 22%, passing the limit was not always enough;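 also: 0% = enzyme without compound and 100% = no enzyme blank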
tolC growth inh: growth inhibitors of E. coli BW25113 tolC mutant. OD615. growth inhibition, % at 10 µM (by protocol). 65,000 compounds, 2.2% hits;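 active = growth inhibition at or above a cutoff equal to the mean over every tested compound plus 3 SD, cut at about 60% in these data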;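 also: growth measured after 20 h incubation at 37 °C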
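Assay system: tolC-deleted E. coli BW25113. Medium: kanamycin-containing LB broth (50 µg/mL). Dosing: 10 µM final, single dose. Timing: bacterial growth with compound for 20 h at 37 °C. Detection: A615 absorbance measurement. Read-out basis: growth inhibition in percent.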
AP complement: orthogonal test for alternative complement pathway inhibitors; Human serum alternative complement pathway, LPS-coated ELISA, C3 deposition; tested in compound mixtures; 62,000 compounds, 0.08% hits; inhibition, % at 5 µM;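 active = inhibition above 30% in each of the two pooled mixtures holding the compound, so the lower value exceeds 30%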;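 also: 0% = serum in Mg-EGTA without compound and 100% = EDTA serum blank; some compounds past the cut are filed as inactive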
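Medium: diluted human serum in Mg2+-EGTA GVB++. Assay system: human serum complement alternative pathway, C3 deposition onto LPS. Also added: Plate-bound LPS. Technique: Anti-C3 ELISA, OD 450 nm. Measure: percent inhibition. Incubation: 1 h at 37 °C. Dosing: 5 µM each compound, pools of ten, 50 µM per pool.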
CatB inh: blocks human cathepsin B protease activity; AID 453; inhibition, %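 (tested at 10 µM)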; P07858; purified cathepsin B, fluorogenic substrate, fluorescence; 63,000 compounds, 0.1% hits; in the data active = inhibition above about 21%;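 also: 0% = enzyme with no compound and 100% = no enzyme blank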
* hit, by the source's call; · = not tested or not shown.

The first 5 records, ahead of the listing:
SMILES	Cdc25B inh	D1 mod	DUSP1 inh	Hsp90 inh	Ec RNAP inh	CatB mix inh	tolC growth inh	AP complement	CatB inh
CCN(CC)CCCN(Cc1cc2cc(OC)ccc2[nH]c1=O)C(=O)Nc1ccccc1	5	-1.1	-2	-13	3	5	-16	-4	-1
O=C(CSc1ncc(-c2ccc(F)cc2)[nH]1)N1CCCCC1	3	0.12	-7	0	14	8	-11	4	0
Cc1ccc2c(COC(=O)c3n[nH]c4ccccc34)cc(=O)oc2c1	-1	-0.24	12	-2	·	·	5	·	·
COCCNC(=O)c1cc(Br)ccc1Cl	-8	-0.37	32	1	10	-4	-9	-4	4
COc1ccc(OC)c(C(=O)COC(=O)c2cc(C)oc2C)c1	-15	0.56	-3	-4	7	1	61*	12	0

Main list, from the first entry:
SMILES	Cdc25B inh	D1 mod	DUSP1 inh	Hsp90 inh	Ec RNAP inh	CatB mix inh	tolC growth inh	AP complement	CatB inh
CCN(CC)CCCN(Cc1cc2cc(OC)ccc2[nH]c1=O)C(=O)Nc1ccccc1	5	-1.1	-2	-13	3	5	-16	-4	-1
O=C(CSc1ncc(-c2ccc(F)cc2)[nH]1)N1CCCCC1	3	0.12	-7	0	14	8	-11	4	0
Cc1ccc2c(COC(=O)c3n[nH]c4ccccc34)cc(=O)oc2c1	-1	-0.24	12	-2	·	·	5	·	·
COCCNC(=O)c1cc(Br)ccc1Cl	-8	-0.37	32	1	10	-4	-9	-4	4
COc1ccc(OC)c(C(=O)COC(=O)c2cc(C)oc2C)c1	-15	0.56	-3	-4	7	1	61*	12	0
CC(C)(C)NCC(=O)c1c[nH]c2ccccc12	-25	·	-17	-4	6	·	0	·	-2
Cc1cc(C)n(-c2ncnc3c2oc2ccccc23)n1	-1	0.26	15	-1	5	2	·	4	0
C=C(C)C1Cc2nc(N)nc(C)c2C1 (stereo not drawn)	-10	14*	-19	0	5	2	-15	4	2
Nn1c(SCC(=O)Nc2ccc(F)cc2)nnc1-c1ccccn1	9	1.1	6	·	1	2	8	11	-4
Cc1occc1-c1nnc(SCc2nc3ccccc3c(=O)n2CC#N)n1C	-1	0.16	12	-11	5	5	-6	9	-7
COc1ccc(OCC(=O)Nc2cccc(OC)c2)cc1	-10	-0.77	21	-1	7	1	3	17	-1
COc1cc(C2NC(=O)NC(C)=C2C(=O)OC2CCCC(C)C2)ccc1O (stereo not drawn)	-3	-0.3	10	3	-9	-1	21	-3	-3
CCc1cc2c(=O)n(Cc3ccco3)c(SCc3c(C)noc3C)nc2s1	-19	3.1	7	-8	2	1	65*	11	4
NC(=O)C1(N2CCCCC2)CCN(CC(=O)Nc2ccccc2-c2ccccc2)CC1	-14	1.4	25	-2	2	2	-1	9	0
COCCNc1ncnc2nc[nH]c12	-3	1	9	·	-6	1	-16	26	-1
Cc1ccc(CN2CCNC(=O)C2CC(=O)O)cc1 (stereo not drawn)	2	0.33	7	0	4	8	-8	24	-5
Cn1cc(/C(Cc2ccccc2)=N\O)c2ccccc21	-18	0.92	-10	-1	4	-3	19	-13	-1
CN(CCCNC(=O)C1CCCN(S(=O)(=O)c2cnc[nH]2)C1)c1ccccc1 (stereo not drawn)	-12	0.37	8	-4	7	5	-4	19	2
COc1ccc2c(c1)c1ncnc(N3CCN(Cc4ccc5c(c4)OCO5)CC3)c1n2C	-7	1.1	-2	-5	5	4	46	2	1
Cc1cccc(OCC(=O)N2CCC(N3CCCCCC3)CC2)c1	3	-0.44	-15	-5	7	5	-15	-8	0

Given with values under each structure: 4 of the compounds above.
Results follow in this order: Cdc25B inh, D1 mod, DUSP1 inh, Hsp90 inh, Ec RNAP inh, CatB mix inh, tolC growth inh, AP complement, CatB inh
- Cc1cc(C)n(-c2ncnc3c2oc2ccccc23)n1
  -1, 0.26, 15, -1, 5, 2, ·, 4, 0
- C=C(C)C1Cc2nc(N)nc(C)c2C1 (stereo not drawn)
  -10, 14*, -19, 0, 5, 2, -15, 4, 2
- Nn1c(SCC(=O)Nc2ccc(F)cc2)nnc1-c1ccccn1
  9, 1.1, 6, ·, 1, 2, 8, 11, -4
- Cc1occc1-c1nnc(SCc2nc3ccccc3c(=O)n2CC#N)n1C
  -1, 0.16, 12, -11, 5, 5, -6, 9, -7

(continued)
SMILES	Cdc25B inh	D1 mod	DUSP1 inh	Hsp90 inh	Ec RNAP inh	CatB mix inh	tolC growth inh	AP complement	CatB inh
COCCn1c(CN(C)Cc2ccccc2)nc2c1c(=O)n(C)c(=O)n2C	-4	-0.41	7	1	4	-1	-6	16	0
CCC1(CC)NC(=O)N(CC(=O)Nc2sc3c(c2C(N)=O)CCC3)C1=O	39	-1.3	43	-5	5	4	-1	0	2
CCOC(=O)c1cc2sccc2n1CC(=O)OC(C)C	6	0.17	-4	-3	6	4	12	13	-3
CC(=O)Nc1ccc(S(=O)(=O)c2c(N)n(CCN3CCOCC3)c3nc4ccccc4nc23)cc1	-1	1.4	20	·	-15	0	9	-5	-4
Cc1cc(C)nc(NC(=O)Nc2ccccc2C(F)(F)F)n1	-16	0.88	14	0	3	2	22	2	2
O=C(NCCCn1ccnc1)c1ccncc1	0	0.058	-8	-15	2	-2	-10	-1	1
Cn1ncc2c(Nc3ccccc3Br)ncnc21	1	·	-10	-2	7	-4	-10	-6	-1
CCOC(=O)c1cnn(-c2nc(SC)nc3sc4c(c23)CCC4)c1N	7	0.2	40	-5	5	6	-14	5	7
CC(=O)C1=C(O)C(=O)N(CO)C1c1ccccc1F (stereo not drawn)	-3	0.2	-30	-2	-1	6	-24	17	-5
O=C(O)c1[nH]nc2c1COc1ccccc1-2	-4	0.012	4	-6	2	-8	-7	17	-1
CN(C)S(=O)(=O)N1CCN(CC(=O)Nc2cc(Cl)ccc2Cl)CC1	-4	-0.97	3	1	8	2	21	-4	-2
CCN(c1ccccc1)S(=O)(=O)c1ccc(C(=O)Nc2nnc(COC)o2)cc1	-8	0.77	27	2	8	0	95*	0	-4
CC(C(=O)NCc1ccccn1)N1C(=O)c2ccccc2C1=O (stereo not drawn)	-2	0.28	13	-1	7	1	-4	1	-3
O=C(Cc1c(F)c(F)c(F)c(F)c1F)OC12CC3CC(C1)C(=O)C(C3)C2	-4	1.2	-8	1	5	3	10	13	0
COc1cccc(Oc2c(C)oc3c(CN4CCOCC4)c(O)ccc3c2=O)c1	-4	·	17	-4	-6	-7	-2	2	-6
COc1ccc(S(=O)(=O)c2c(N)n(Cc3ccco3)c3nc4ccccc4nc23)cc1	17	0.68	6	-16	-3	3	29	7	-5
CCN(CCCNC(=O)COc1cc(=O)n(C)c2ccccc12)c1ccccc1	-17	0.11	3	-1	4	0	18	17	0
CCN1CCN(c2ncc(C(=O)Nc3c(F)cc(F)cc3Br)c3ccccc23)CC1	-2	-1.3	-13	0	3	1	7	6	2
COc1cc(C2CC(C(F)(F)F)n3ncc(C(=O)O)c3N2)cc(OC)c1OC (stereo not drawn)	-32	·	-8	3	12	·	12	·	3
COc1ccccc1CNC(=O)C1CCN(S(=O)(=O)c2c(C)noc2C)CC1	-2	-0.093	17	0	6	2	-14	23	0
COc1ccc(OC)c(NC(=O)CSc2nnc(CCCO)n2-c2ccccc2)c1	-12	-0.74	4	-2	7	3	-9	11	5
CC(=O)N1CCN(c2ccc(S(=O)(=O)N3CCCCC3)cn2)CC1	-10	0.71	2	0	4	-6	-8	13	-1
CCC(=O)N1CCc2cc(S(=O)(=O)N3CCc4ccccc43)ccc21	2	0.49	27	-5	-2	3	-4	6	5
CN(C)S(=O)(=O)c1ccc(C(=O)N2CCC(c3nc4ccccc4o3)CC2)cc1	-3	-0.71	1	5	7	-9	-1	3	1
COc1ccc(CC(=O)Nc2cccc(-c3nnc(-c4cccc(C)c4)o3)c2)cc1OC	-12	-2.7*	27	-1	4	2	1	63	6
Cn1c(=O)c2c(nc(SCC(=O)N3c4ccccc4CCc4ccccc43)n2C)n(C)c1=O	0	0.05	35	-3	3	3	21	18	-4
COc1ccccc1OC(C)C(=O)O (stereo not drawn)	-4	·	19	-1	10	4	-27	12	-9
Cc1c(C(=O)NC2=NCCS2)oc2ccccc12	-10	-4.9*	7	-14	7	-5	5	4	3
Cc1ccc(Cn2c(Sc3nccc(C)n3)nc3c2c(=O)[nH]c(=O)n3C)cc1	-14	·	12	·	4	0	-7	5	2
CCC1C(O)=C(c2ccccn2)C(=N)N1c1ccccc1 (stereo not drawn)	-17	-0.58	19	0	3	3	-2	11	4
CCc1nnc(SCC(=O)Nc2ccc(C(C)=O)cc2)nc1CC	-6	2.2	4	1	3	-4	-4	-2	-1
Cc1cc(C)c(S(=O)(=O)Nc2nnc(C)s2)c(C)c1	-5	-0.076	3	-1	4	1	11	22	-1
CCn1nc(C(=O)OCC(=O)N2CCc3ccccc32)c2ccccc2c1=O	-9	0.26	20	-6	3	4	3	6	2
CC(C)C(NC(=O)c1cccc(S(=O)(=O)N2CCOCC2)c1)C(=O)NCCc1ccccn1 (stereo not drawn)	8	0.94	6	2	5	2	-9	-16	9
Cc1cc(Cl)ccc1OCC(=O)Nn1c(C)ccc1C	-15	-1.1	5	-3	9	-9	1	-3	0
Cc1cccn2c(=O)c3cc(C#N)c(=NC(=O)c4ccncc4)n(Cc4ccco4)c3nc12	5	0.19	-3	-6	-16	-2	10	7	-6
CCC(C)NC(=O)c1c(C)cc(=O)oc1C (stereo not drawn)	-2	-0.25	-4	-2	2	-2	-8	8	3
O=C(CSc1ncccc1-c1nc2ccccc2[nH]1)N1CCN(c2ccccc2F)CC1	-11	-3.8	-4	-4	-12	2	49	3	1
O=C(O)CC(c1ccccc1)n1cccc1 (stereo not drawn)	13	0.43	-32	-3	8	6	-22	2	4
CN(C(=O)c1coc(=O)c2ccccc12)c1ccc(F)cc1	5	0.44	1	-4	5	-4	-9	4	5

Nothing new here: entries from further up.
SMILES	Cdc25B inh	D1 mod	DUSP1 inh	Hsp90 inh	Ec RNAP inh	CatB mix inh	tolC growth inh	AP complement	CatB inh
Cc1c(C(=O)NC2=NCCS2)oc2ccccc12	-10	-4.9*	7	-14	7	-5	5	4	3
Cc1ccc(Cn2c(Sc3nccc(C)n3)nc3c2c(=O)[nH]c(=O)n3C)cc1	-14	·	12	·	4	0	-7	5	2
CCC1C(O)=C(c2ccccn2)C(=N)N1c1ccccc1 (stereo not drawn)	-17	-0.58	19	0	3	3	-2	11	4
CCc1nnc(SCC(=O)Nc2ccc(C(C)=O)cc2)nc1CC	-6	2.2	4	1	3	-4	-4	-2	-1

Further results follow.
SMILES	Cdc25B inh	D1 mod	DUSP1 inh	Hsp90 inh	Ec RNAP inh	CatB mix inh	tolC growth inh	AP complement	CatB inh
COC(=O)c1cn(NC(=O)c2ccc3c(c2)OCO3)c(=O)c2ccccc12	-14	-0.13	14	·	3	2	3	7	4
Nc1cc(C(=O)N2CCCC2)cc(C(=O)N2CCCC2)c1	-6	-0.19	7	-9	7	0	-12	-4	1
COc1ccc(NC(=O)C2CCC(=O)N2S(=O)(=O)c2ccc(C)cc2)c(OC)c1 (stereo not drawn)	-9	-0.29	12	0	6	-2	9	18	0
O=C(C1CCC1)N1CCN(Cc2ccccc2)CC1	-9	0.83	-4	·	3	0	0	8	7
